Screening results: PubChem, several laboratories
S1P4 antag – antagonists of human S1P4 receptor. O95977. S1P4-expressing cells, antagonist mode, reporter read-out. inhibition, % at 4.98 µM. actives 0.26% (n = 220,000). AID 1510; in the data active means inhibition above about 29%;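 further: 0% = wells stimulated with agonist and 100% = vehicle wells without agonist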
BaF3 tox – counter-screen for JAK2V617F inhibitors: parental Ba/F3 viability inhibitors; CellTiter-Glo ATP luminescence; inhibition, % at 5.6 µM; actives 1.1% (n = 220,000); AID 1486;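 active means inhibition above a per-campaign cutoff, the mean inhibition of all tested compounds plus 3 SD, cut at about 27% in these data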;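 further: 0% = DMSO wells and 100% = JAK Inhibitor I control wells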
Ba/F3 V617F tox – lowers viability of Ba/F3 cells expressing EpoR and JAK2V617F; ATP luminescence; inhibition, % at 5.6 µM; actives 1.1% (n = 220,000); AID 1446;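 active means inhibition above the campaign mean plus 3 SD over all tested compounds, cut at about 24% in these data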;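 further: cytokine-independent growth of Ba/F3 cells driven by EpoR plus mutant JAK2; 0% = DMSO-treated cells and 100% = JAK inhibitor I control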
Wee1 degr inh – blocks degradation of human Wee1 kinase. AID 1321. reporter increase, % at 5 µM. actives 1.2% (n = 220,000). HeLa Luc-Wee1K328M stability, luciferase luminescence; 100% = proteasome inhibitor MG132 effect. P30291;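 active means activation above the mean of all tested compounds plus 3 SD, set per screening run, cut at about 8.8% in these data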;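 further: cells exposed to compound for 20 h before luminescence read; 0% = DMSO alone and 100% = MG132 at 30 µM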
S1P4 ag – human S1P4 receptor agonism; O95977; S1P4-expressing cell line, agonist reporter assay; activation, % at 4.98 µM; actives 0.35% (n = 220,000); in the data active means activation above about 11%;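 further: 0% = DMSO vehicle and 100% = reference agonist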
PERK inhibitor – human PERK inhibition, primary cell-based screen; Q9NZJ5; CHO PERK-DD fusion, SEAP luminescence translation reporter; inhibition, % at 5.6 µM; actives 0.17% (n = 220,000); AID 1416;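 active means inhibition above the mean inhibition of all tested compounds plus 3 SD, set separately per screening campaign, cut at about 2.9% in these data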;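 further: PERK kinase domain activated by AP20187 dimerizer at 100 nM; 0% = DMSO with dimerizer and 100% = rapamycin at 8.4 µM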
Mdm2 ligase inh – blocks human Mdm2 ubiquitin ligase activity | Q00987 | cell-based MDM2 ubiquitination luciferase reporter, 2 h; 0 = plate control, 100 = twice control, blank-subtracted | signal enhancement, % at 5 µM | actives 0.11% (n = 210,000) | AID 1230;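 active means signal enhancement of 30% or more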;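 further: luminescence tracks abundance of the self-degrading MDM2-luciferase fusion protein; higher signal means inhibition of MDM2 E3 ligase activity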
Target sequence (Q00987 whole entry, looked up, the tested form may be a part): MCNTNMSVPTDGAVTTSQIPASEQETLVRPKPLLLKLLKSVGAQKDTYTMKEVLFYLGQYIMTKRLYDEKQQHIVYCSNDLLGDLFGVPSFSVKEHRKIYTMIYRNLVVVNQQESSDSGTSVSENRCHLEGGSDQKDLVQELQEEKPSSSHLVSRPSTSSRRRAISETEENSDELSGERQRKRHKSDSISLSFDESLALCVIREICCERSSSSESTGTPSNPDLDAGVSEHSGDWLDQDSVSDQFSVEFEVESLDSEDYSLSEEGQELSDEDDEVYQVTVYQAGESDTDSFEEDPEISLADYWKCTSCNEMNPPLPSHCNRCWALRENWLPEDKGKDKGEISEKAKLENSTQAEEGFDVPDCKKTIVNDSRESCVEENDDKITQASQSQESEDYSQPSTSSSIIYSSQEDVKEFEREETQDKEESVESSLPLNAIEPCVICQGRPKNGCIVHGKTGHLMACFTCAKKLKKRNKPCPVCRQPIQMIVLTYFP
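Assay system: stable mammalian line carrying autodegrading MDM2–luciferase fusion reporter; Input: 2000 cells in each well; Compound dosing: single-point 5 µM; Schedule: 2 h compound exposure at 37 °C; Signal: SteadyLite luciferase luminescence after 15 min room-temperature reagent incubation; Evaluation: % luminescence enhancement versus blank-corrected plate control mean; Benchmarks: plate controls and plate blanks.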
NPY-Y2 PAM-ag – potentiates or activates human NPY-Y2 receptor; cells expressing NPY-Y2, potentiator/agonist read-out; activation, % at 3.6 µM; actives 0.45% (n = 220,000); in the data active means activation above about 27%;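 further: cells stimulated with NPY near EC25 plus isoproterenol at EC100; 0% = vehicle plus submaximal agonist and 100% = vehicle plus saturating agonist; some results beyond the cut were filed as inactive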
Target sequence (P49146 whole entry, looked up): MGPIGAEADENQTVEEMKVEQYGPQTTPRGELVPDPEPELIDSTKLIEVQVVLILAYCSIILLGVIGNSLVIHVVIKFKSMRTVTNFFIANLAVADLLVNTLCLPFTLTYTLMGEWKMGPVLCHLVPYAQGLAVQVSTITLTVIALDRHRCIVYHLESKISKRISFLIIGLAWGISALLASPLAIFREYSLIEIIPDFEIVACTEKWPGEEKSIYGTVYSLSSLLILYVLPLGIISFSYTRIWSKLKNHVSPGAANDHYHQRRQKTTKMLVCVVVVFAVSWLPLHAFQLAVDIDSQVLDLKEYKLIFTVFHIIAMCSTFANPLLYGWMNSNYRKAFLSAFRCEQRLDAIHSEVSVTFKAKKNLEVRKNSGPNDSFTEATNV
eIF4E 4G PPI – eIF4E/eIF4G interaction inhibition in translation initiation | AID 782 | TR-FRET eIF4E-eIF4GI(517-606) binding, 2 h | actives 0.37% (n = 220,000) | inhibition, % at 21.7 µM | P63073+Q04637;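 active means inhibition above about 30%, limit read from the data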;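 further: 0% = full FRET control wells and 100% = background wells lacking eIF4GI fragment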
* hit, by the source's call; x = no result given; [ ] = remark or other dose. This is a random part of the collection; about 4.1% have a hit in one of these screens.

nr	mol	S1P4 antag	BaF3 tox	Ba/F3 V617F tox	Wee1 degr inh	S1P4 ag	PERK inhibitor	Mdm2 ligase inh	NPY-Y2 PAM-ag	eIF4E 4G PPI
1	Cc1cc(C(=O)Nc2ccon2)c(C)o1	-16	7	-1	-1	2.2	1.0	-20	2	-5
2	Cc1ccccc1N=C1NC(=O)/C(=C/c2cccn2C)S1	10	2	0	0	-1.3	-0.2	-1	0	-4
3	Cc1ccc(NS(=O)(=O)c2ccc(CCC(=O)NCCO)cc2)cc1	-13	1	-5	-2	-2.1	0.2	0	11	-5
4	CCOC(=O)c1c(C)c(C(=O)NCc2ccccn2)c(C)n1CC	-12	-1	-3	-1	1.3	-0.4	-5	7	0
5	O=C(NCC(c1cccs1)N1CCOCC1)c1ccccc1NS(=O)(=O)c1ccc(Br)cc1 (centres undefined)	-15	4	-2	4	0.3	-0.9	-12	10	3
6	Cc1ccc(S(=O)(=O)Nc2ccc(NC(=O)Nc3ccc(F)cc3F)cc2)cc1	-14	7	0	-2	0.9	0.3	-4	23	-2
7	Cn1c(-c2ccc3c(c2)OCO3)cnc1NCc1ccc(Cl)cc1	-5	8	-1	3	3.4	-0.3	-5	-6	-3
8	COc1ccc(N=C(NN)c2ccc3ccccc3n2)cc1	3	1	-1	-3	1.1	-0.7	7	-3	1
9	O=C(Cn1nnc(-c2ccccc2)n1)N1CCN(c2ccc(F)cc2)CC1	-17	-1	-3	1	-0.2	0.3	-4	-2	-1
10	O=C(CCN1C(=O)COc2ccccc21)NCCN1CCc2ccccc2C1	0	0	-3	-1	1.0	0.9	-10	3	0[fluorescence artefact?]
11	COc1ccc(NC(=O)c2cnn3c(C(F)(F)F)cc(-c4ccco4)nc23)cc1OC	14	1	0	-3	0.4	0.1	-13	2	-8
12	Cc1nonc1OCCn1nnnc1N	-13	3	-3	-2	-0.2	1.3	-11	13	1

Further records follow:
nr	mol	S1P4 antag	BaF3 tox	Ba/F3 V617F tox	Wee1 degr inh	S1P4 ag	PERK inhibitor	Mdm2 ligase inh	NPY-Y2 PAM-ag	eIF4E 4G PPI
13	Cn1c(N)c(C(=O)COC(=O)CCC(=O)c2cccs2)c(=O)n(C)c1=O	-11	3	0	2	1.6	-0.2	-17	7	0
14	OCCN(CCO)CC(O)COc1ccc(C23CC4CC(CC(C4)C2)C3)cc1 (centres undefined)	-19	6	-3	0	1.5	0.3	-13	-6	5
15	CCCCCCc1ccc(OCC(=O)O)cc1OCC(=O)O	1	4	5	4	0.9	-1.3	-7	-11	-3[fluorescence artefact?]
16	CCNC(=S)NNC(=O)CCn1cc(C)cn1	-6	3	3	-2	-2.0	0.7	-2	0	-2
17	COc1c(C)cc(Br)cc1C(=O)Nc1ccccc1C	7	3	-5	-1	0.5	0.2	-2	-4	4
18	Cc1ccc(C(=O)O/N=C/c2c(C)nn(C)c2Cl)cc1	-21	3	-1	-4	0.6	-1.1	7	-1	-2
19	Cc1c(C(=O)N2CCN(c3ccccc3F)CC2)sc2nc(-c3ccccc3)cn12	-7	2	-7	0	-0.6	0.8	-16	12	6[fluorescence artefact?]
20	CC(C)N1CCc2c(sc(NC(=O)c3ccc(S(=O)(=O)N4CCOCC4)cc3)c2C(N)=O)C1	-1	4	1	-1	-1.3	1.2	-5	-12	0[fluorescence artefact?]
21	COc1ccc(C(=O)NC(=S)NNC(=O)CNC(=O)C2CCCCC2)cc1	2	7	2	-3	0.8	0.1	1	-15	12
22	Cc1ccc(Nc2c(-c3ccc(N4CCOCC4)cc3)nc3cnccn23)cc1	-2	-3	2	-1	0.7	-1.5	-7	4	-1
23	N#CCN1CCCC(C(N)=O)C1 (centres undefined)	-14	8	2	1	-0.3	0.3	-20	-8	1
24	Cc1[nH]c(=S)sc1Cc1ccc(F)cc1	-17	4	1	2	0.0	0.9	3	-12	13

Later entries:
nr	mol	S1P4 antag	BaF3 tox	Ba/F3 V617F tox	Wee1 degr inh	S1P4 ag	PERK inhibitor	Mdm2 ligase inh	NPY-Y2 PAM-ag	eIF4E 4G PPI
25	CCCCN(CCCC)CCn1cnc2c([nH]c3ccc(OC)cc32)c1=O	3	4	-1	-1	2.4	0.2	11	2	5
26	CC(C)c1ccc(NC(=O)c2snc3ccc(Cl)cc23)cc1	-21	3	-6	2	1.5	0.4	x	-4	3[fluorescence artefact?]
27	Cc1csc(-c2cnn(-c3ccccc3)c2NC(=O)c2cccc(F)c2)n1	5	2	-2	-1	-4.1	-0.4	-16	-8	0
28	Cc1oc(C(=O)O)cc1CSCc1cc(C(=O)O)c(C)o1	-14	4	1	-1	0.2	0.9	-10	7	-2[fluorescence artefact?]
29	COc1cc(/C=C/C(=O)O)cc(S(=O)(=O)N(CC(C)C)CC(C)C)c1OC	10	4	-1	5	0.9	0.9	-16	4	-4
30	CN1C[N+]([O-])=C(c2ccccc2)C1(C)C	9	2	-3	-2	-0.3	1.7	-14	-2	0
31	COCCN(C(=O)Nc1ccccc1)c1ccccc1	-1	1	0	1	0.5	-0.1	-33	-3	-18
32	O=[N+]([O-])c1cc(S(=O)(=O)N2CCCC2)ccc1N/N=C/c1cccs1	-4	2	-3	-2	-0.3	0.5	-6	8	1
33	COc1ccccc1C(=O)Nc1ccc2c(c1)nc1n2CCSC1	-8	-1	-3	0	-0.5	0.5	-40	-6	-9
34	O=[N+]([O-])c1ccc(OCC(O)CN2CCN(c3ccccc3F)CC2)cc1 (centres undefined)	-19	2	-4	1	1.3	0.3	-3	4	0
35	COc1ccc(/C=N/NC(=O)COc2cccc3ccccc23)c(C(=O)O)c1OC	-27	2	1	-1	1.6	0.6	-8	-10	2[fluorescence artefact?]
36	CCN(CC)S(=O)(=O)c1ccc(C(=O)NNc2nc(-c3ccccc3)c3cc(Br)ccc3n2)cc1	-11	5	1	-2	13*	0.1	-9	15	0

(next part)
nr	mol	S1P4 antag	BaF3 tox	Ba/F3 V617F tox	Wee1 degr inh	S1P4 ag	PERK inhibitor	Mdm2 ligase inh	NPY-Y2 PAM-ag	eIF4E 4G PPI
37	Cc1n[nH]c(C)c1N1C(=O)c2cccc3c(Br)ccc(c23)C1=O	70*	2	-4	-1	0.7	2.3	2	-2	-6[fluorescence artefact?]
38	CN(CC(=O)NCc1ccccn1)S(=O)(=O)c1ccc(Br)cc1	-7	3	1	0	1.3	0.3	-13	-11	-3
39	COc1cc(/C=C/C(=O)NC(C)(C)C)ccc1OCc1ccccc1	-6	6	1	-2	-0.1	-0.6	7	-9	16[fluorescence artefact?]
40	OC(CN1CCN(c2ccccc2)CC1)c1ccc2c(c1)CCN2 (centres undefined)	-19	1	-2	-2	6.4	0.0	-53	3	5
41	O=C(C1=C[C@@H](c2ccc(Br)cc2)C[C@@H](OCCCCO)O1)N1CCOCC1	-3	-3	0	-1	0.7	0.7	x	-17	0
42	Cc1ccc(NC(=O)NC(=O)CN2C(=O)NC3(CCc4ccccc43)C2=O)c(C)c1 (centres undefined)	3	0	4	0	0.1	-0.8	-16	-13	19
43	O=c1c2c(nc3cc(-c4ccc(Cl)cc4)[nH]n13)CCS2	-11	4	-3	7	2.8	-0.2	-30	16	1
44	Cc1csc(NC(=O)CSc2nnc(-c3ccoc3C)o2)n1	-38	3	-2	0	0.7	0.6	-16	-7	2
45	Cc1ccc(NC(=O)c2ccc3snnc3c2)cc1	-2	-1	-5	0	-0.6	1.1	-10	2	-2
46	COc1ccc(CN(C)CC(=O)Nc2ccccc2C(F)(F)F)cc1	14	3	5	-1	2.2	-0.3	-15	-2	1
47	CCOc1cc2c3c(c1)C(C)CC(C)(C)N3C(=O)C2=O (centres undefined)	-13	0	-3	5	2.9	0.4	-3	3	-5
48	CCOc1cccc(C(=O)Nc2cccc(C(=O)NC(C)(C)C)c2)c1	-6	2	-5	6	0.5	-0.7	x	3	0[fluorescence artefact?]

Additional structures
nr	mol	S1P4 antag	BaF3 tox	Ba/F3 V617F tox	Wee1 degr inh	S1P4 ag	PERK inhibitor	Mdm2 ligase inh	NPY-Y2 PAM-ag	eIF4E 4G PPI
49	Cn1cnnc1SCC(=O)Nc1cccc(S(=O)(=O)N2CCCCCC2)c1	-11	7	3	-2	0.8	0.9	-19	-2	-1
50	COCC(=O)N1CCCc2ccccc21	-20	4	0	0	1.5	0.9	4	-4	2
51	Cc1ccc2nc(-c3ccc(SCC(=O)N4CCc5ccccc54)nc3)[nH]c2c1	-16	-1	-4	-1	1.5	-1.2	-14	11	-9[fluorescence artefact?]
52	Cc1sc(NC(=O)CSc2nnc(COc3ccc(Cl)cc3)n2C)c(C#N)c1C	9	7	4	-2	-2.5	1.0	-8	-11	-3
53	COc1ccccc1CNCC(=O)Nc1cc(S(=O)(=O)N2CCCCCC2)ccc1Cl	2	0	4	-2	-1.6	-0.2	-22	-17	-6
54	COCCNC(=O)C(c1ccc(C)o1)N(Cc1ccc(F)cc1)C(=O)Cn1nnc2ccccc21 (centres undefined)	9	7	6	-2	-5.4	-1.8	-16	-15	1
55	COc1ccc(NC(=O)CN2CCC(C)CC2)cc1	-6	3	2	4	1.4	0.3	-21	-12	-1
56	Cc1c(CCCN)c2ccccc2n1Cc1ccccc1	-4	2	-5	-1	1.7	-0.1	-5	-5	-2
57	COc1ccccc1C1NC(=O)CS1 (centres undefined)	2	4	-2	4	4.4	0.6	-28	14	0
58	COc1ccc(C)c2sc(N(CCCN(C)C)C(=O)c3ccc(S(=O)(=O)N(C)C)cc3)nc12	2	4	0	6	0.1	0.9	-2	-15	0
59	OCC1(CCOc2ccccc2)CCN(Cc2nc3ccc(F)cc3[nH]2)CC1	-10	9	-2	-2	1.1	0.2	-2	0	-3
60	CCc1nc2ccccc2n1Cc1ccccc1F	-8	-1	-4	1	-0.2	1.8	-4	-17	1
61	CCN(CC)S(=O)(=O)c1cccc(C(=O)NC(C(=O)NC2=NCCS2)C(C)C)c1 (centres undefined)	-10	3	-1	0	1.6	0.2	-23	-6	-1
62	CCOC(=O)C1CCCc2c1[nH]c1c(C(N)=O)cccc21 (centres undefined)	-4	0	-3	6	-0.5	-0.4	-18	-6	4
63	Nc1ccccc1Nc1ccc([N+](=O)[O-])cc1[N+](=O)[O-]	-3	5	1	1	1.3	1.2	-12	15	-1
